Source: PubChem
LYPLA2 inh – counter-screen for PME1 inhibitors: inhibitors of human LYPLA2; O95372; recombinant LYPLA2, FP-Rh probe fluorescence polarization; inhibition, % at 5.9 µM; 320,000 tested, 0.38% active;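 active = inhibition above the screen-wide mean plus 3 SD, limit set per campaign, cut at about 26% in these data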;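 also: 0% = LYPLA2 with DMSO and 100% = wells lacking LYPLA2 enzyme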
Target sequence (O95372 whole entry, looked up): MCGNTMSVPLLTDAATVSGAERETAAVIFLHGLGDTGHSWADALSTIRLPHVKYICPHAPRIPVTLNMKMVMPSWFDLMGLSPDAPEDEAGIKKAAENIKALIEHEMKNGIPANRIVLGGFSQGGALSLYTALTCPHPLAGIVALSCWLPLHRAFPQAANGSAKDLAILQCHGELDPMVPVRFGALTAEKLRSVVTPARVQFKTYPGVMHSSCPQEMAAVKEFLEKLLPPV
PAFAH2 FP inh – inhibitors of human PAFAH2; Q99487; recombinant PAFAH2, FP-rhodamine activity probe, fluorescence polarization; inhibition, % at 3.39 µM; 340,000 tested, 0.99% active; AID 492956;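 active = inhibition above the mean over all tested compounds plus 3 SD, cut at about 30% in these data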;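 also: inhibitors block probe labeling of enzyme so polarization drops; 0% = enzyme with DMSO and 100% = wells lacking PAFAH2 protein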
GSTO1 inh – GSTO1 inhibition, counter-screen for RBBP9 inhibitors; P78417; recombinant GSTO1, activity-based probe fluorescence polarization; inhibition, % at 5.96 µM; 300,000 tested, 1.1% active; AID 1974;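 active = inhibition above the campaign mean inhibition plus 3 SD, cut at about 35% in these data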;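 also: 0% = GSTO1-1 with DMSO and 100% = wells lacking GSTO1-1 enzyme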
PAFAH1B2 FP inh – blocks human PAF acetylhydrolase 1b catalytic subunit 2; P68402; recombinant PAFAH1B2, FP-rhodamine activity probe, fluorescence polarization; inhibition, % at 3.39 µM; 340,000 tested, 1.2% active;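 active = inhibition above the mean of all tested compounds plus 3 SD, cut at about 24% in these data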;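 also: 0% = enzyme with DMSO and 100% = wells lacking PAFAH1B2; many of its hits are not listed in these tables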
PME-1 inh – PME-1 (human) inhibition. Q9Y570. recombinant PME-1, FP-Rh probe fluorescence polarization. inhibition, % at 5.9 µM. 320,000 tested, 0.53% active. AID 2130;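 active = inhibition above the campaign mean of all compounds plus 3 SD, cut at about 26% in these data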;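 also: competitive labeling of PME-1 active site by serine hydrolase directed probe; 0% = PME-1 with DMSO and 100% = wells lacking PME-1 enzyme; inhibitors block probe labeling so polarization falls and inhibition rises; many of its hits are not listed in these tables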
PAD4 FP inh – blocks human protein arginine deiminase 4; recombinant PAD4, RCA probe fluorescence polarization; inhibition, % at 6.36 µM; AID 485272; 330,000 tested, 0.41% active;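 active = percent inhibition above a cutoff equal to the mean of all tested compounds plus 3 SD, cut at about 15% in these data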;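 also: 0% = PAD4 with RCA probe and DMSO and 100% = probe without PAD4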
Target sequence (Q9UM07 whole entry, looked up): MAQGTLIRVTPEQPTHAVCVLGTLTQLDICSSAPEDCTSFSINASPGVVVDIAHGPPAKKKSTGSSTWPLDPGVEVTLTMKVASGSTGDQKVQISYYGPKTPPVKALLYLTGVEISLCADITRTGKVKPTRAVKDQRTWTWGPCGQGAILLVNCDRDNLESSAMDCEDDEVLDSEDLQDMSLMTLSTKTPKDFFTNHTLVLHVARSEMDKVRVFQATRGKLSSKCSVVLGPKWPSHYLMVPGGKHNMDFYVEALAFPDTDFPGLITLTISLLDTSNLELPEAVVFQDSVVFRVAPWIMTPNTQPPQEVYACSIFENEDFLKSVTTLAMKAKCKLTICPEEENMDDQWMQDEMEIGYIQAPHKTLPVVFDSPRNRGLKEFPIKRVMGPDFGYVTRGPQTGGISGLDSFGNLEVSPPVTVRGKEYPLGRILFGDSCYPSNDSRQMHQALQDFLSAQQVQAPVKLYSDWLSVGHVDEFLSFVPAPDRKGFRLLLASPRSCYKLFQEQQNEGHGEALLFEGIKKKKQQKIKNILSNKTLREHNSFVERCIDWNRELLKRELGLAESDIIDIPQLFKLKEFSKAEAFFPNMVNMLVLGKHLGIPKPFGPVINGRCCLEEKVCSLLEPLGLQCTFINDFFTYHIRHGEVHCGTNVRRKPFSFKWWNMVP
pPAFAH inh – inhibitors of human plasma PAF acetylhydrolase (pPAFAH); Q13093; recombinant pPAFAH, FP-rhodamine probe fluorescence polarization; inhibition, % at 3.39 µM; 330,000 tested, 1.5% active;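 active = inhibition above the mean inhibition across the screen plus 3 SD, cut at about 25% in these data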;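 also: inhibitors block binding of the rhodamine activity-based probe so polarization drops; 0% = enzyme with DMSO and 100% = wells lacking pPAFAH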
PAFAH1B3 inh – inhibitors of human PAFAH1B3. recombinant PAFAH1B3, FP-rhodamine probe, fluorescence polarization. inhibition, % at 3.39 µM. 340,000 tested, 0.28% active. AID 492972;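 active = inhibition above the screen-wide average of all tested compounds plus 3 SD, cut at about 25% in these data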;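 also: 0% = enzyme with DMSO only and 100% = wells lacking PAFAH1B3 protein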
LYPLA1 inh – blocks human lysophospholipase 1, a PME1 counter-screen; recombinant LYPLA1, FP-Rh probe fluorescence polarization; O75608; inhibition, % at 5.9 µM; 320,000 tested, 0.16% active; AID 2174;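 active = inhibition above the mean of all tested compounds plus 3 SD, set per campaign, cut at about 14% in these data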;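 also: inhibitors block serine hydrolase probe labeling of LYPLA1 so polarization falls; 0% = enzyme with DMSO and 100% = wells lacking LYPLA1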
The depositor's hits bear a star. Only part of the results is shown; rates above refer to the full screens.

How did O=C(NCCN1CCOCC1)c1ccc(N2CCCC2)c([N+](=O)[O-])c1 do in these assays?
LYPLA2 inh: 1; PAFAH2 FP inh: 4; GSTO1 inh: 4; PAFAH1B2 FP inh: 2; PME-1 inh: -4; PAD4 FP inh: -1; pPAFAH inh: 1; PAFAH1B3 inh: 1; LYPLA1 inh: 2

How did CCC(c1nnnn1CCOC)N(Cc1cc2c(C)cc(C)cc2[nH]c1=O)CC1CCCO1 (stereo not given) do in these assays?
LYPLA2 inh: 1; PAFAH2 FP inh: 1; GSTO1 inh: -5; PAFAH1B2 FP inh: 0; PME-1 inh: -3; PAD4 FP inh: 1; pPAFAH inh: -3; PAFAH1B3 inh: -2; LYPLA1 inh: -1

Results for CN(C(=O)c1cc2n(n1)C(C(F)(F)F)CC(c1ccco1)N2)c1ccc(OC(F)(F)F)cc1 (stereo not given) ?
LYPLA2 inh: 10; PAFAH2 FP inh: 0; GSTO1 inh: 13; PAFAH1B2 FP inh: -1; PME-1 inh: -2; PAD4 FP inh: -1; pPAFAH inh: 4; PAFAH1B3 inh: -1; LYPLA1 inh: -2

What do the screens show for `O=C1N(c2ccccc2)CCN1c1ccccc1`?
LYPLA2 inh: -8; PAFAH2 FP inh: 5; GSTO1 inh: 4; PAFAH1B2 FP inh: 0; PME-1 inh: -12; PAD4 FP inh: 0; pPAFAH inh: -8; PAFAH1B3 inh: 11; LYPLA1 inh: -6

How did O=C(OCc1ccccc1)c1cnc(Cl)c(Cl)c1 do in these assays?
LYPLA2 inh: 15; PAFAH2 FP inh: 12; GSTO1 inh: 4; PAFAH1B2 FP inh: -1; PME-1 inh: 1; PAD4 FP inh: 3; pPAFAH inh: -1; PAFAH1B3 inh: -4; LYPLA1 inh: -1

Results for Cc1c(C)c2ccc(OCC(=O)NCCCN3CCCC3=O)cc2oc1=O ?
LYPLA2 inh: -3; PAFAH2 FP inh: 2; GSTO1 inh: 1; PAFAH1B2 FP inh: 6; PME-1 inh: 2; PAD4 FP inh: -2; pPAFAH inh: -1; PAFAH1B3 inh: 11; LYPLA1 inh: -4

How did COc1ccc(S(=O)(=O)N(CC(=O)NCC2CCCO2)Cc2ccccc2)cc1 (stereo not given) do in these assays?
LYPLA2 inh: -1; PAFAH2 FP inh: 12; GSTO1 inh: 7; PAFAH1B2 FP inh: 3; PME-1 inh: -3; PAD4 FP inh: -4; pPAFAH inh: 0; PAFAH1B3 inh: -2; LYPLA1 inh: 1

What do the screens show for `CCOc1ccc(NC(=O)CSc2nc3c(c(=O)n2-c2ccccc2OC)SCC3)cc1`?
LYPLA2 inh: -3; PAFAH2 FP inh: 0; GSTO1 inh: 10; PAFAH1B2 FP inh: 3; PME-1 inh: -9; PAD4 FP inh: -6; pPAFAH inh: 10; PAFAH1B3 inh: 6; LYPLA1 inh: -5

Results for Cc1ccccc1NS(=O)(=O)c1cc(C(=O)NCCC2=CCCCC2)ccc1Cl ?
LYPLA2 inh: -9; PAFAH2 FP inh: 3; GSTO1 inh: -3; PAFAH1B2 FP inh: 21; PME-1 inh: 6; PAD4 FP inh: -1; pPAFAH inh: 17; PAFAH1B3 inh: 5; LYPLA1 inh: -6

How did Cc1ccc2c(CN3CC(C)CC(C)C3)cc(=O)oc2c1C (stereo not given) do in these assays?
LYPLA2 inh: -3; PAFAH2 FP inh: 3; GSTO1 inh: 0; PAFAH1B2 FP inh: 3; PME-1 inh: 0; PAD4 FP inh: 0; pPAFAH inh: 5; PAFAH1B3 inh: 0; LYPLA1 inh: -3

How did COc1cccc(C2=NO[C@@H]3C(=O)N(Cc4ccccc4)C(=O)[C@H]23)c1OC do in these assays?
LYPLA2 inh: 2; PAFAH2 FP inh: 2; GSTO1 inh: 2; PAFAH1B2 FP inh: 6; PME-1 inh: 1; PAD4 FP inh: -3; pPAFAH inh: 0; PAFAH1B3 inh: 2; LYPLA1 inh: 3

Results for CCN1C(=NCc2ccc(OC)cc2)N[C@@H](c2ccccc2)C(C(=O)OC)=C1C ?
LYPLA2 inh: 1; PAFAH2 FP inh: -1; GSTO1 inh: 9; PAFAH1B2 FP inh: 2; PME-1 inh: 3; PAD4 FP inh: -2; pPAFAH inh: 5; PAFAH1B3 inh: 7; LYPLA1 inh: 0

How did CS(=O)(=O)c1ccc(C(=O)NCC2(N3CCCCC3)CCCCC2)cc1 do in these assays?
LYPLA2 inh: -5; PAFAH2 FP inh: -9; GSTO1 inh: 2; PAFAH1B2 FP inh: 1; PME-1 inh: -5; PAD4 FP inh: 2; pPAFAH inh: 1; PAFAH1B3 inh: -6; LYPLA1 inh: -2

Results for COc1ccccc1CC(=O)Nc1ccc(S(=O)(=O)N2CC(C)CC(C)C2)cc1 (stereo not given) ?
LYPLA2 inh: -7; PAFAH2 FP inh: 1; PAFAH1B2 FP inh: 1; PME-1 inh: -2; PAD4 FP inh: -4; pPAFAH inh: 5; PAFAH1B3 inh: -10; LYPLA1 inh: -7

What do the screens show for `CCSc1ncnc2c(C#N)c3n(c12)CCCCC3`?
LYPLA2 inh: 0; PAFAH2 FP inh: -1; GSTO1 inh: -16; PAFAH1B2 FP inh: 4; PME-1 inh: 2; PAD4 FP inh: 1; pPAFAH inh: 1; PAFAH1B3 inh: 1; LYPLA1 inh: 0

What do the screens show for `CN(C(=O)CSCC(=O)O)C1CCCCC1`?
LYPLA2 inh: -4; PAFAH2 FP inh: -2; GSTO1 inh: 1; PAFAH1B2 FP inh: 11; PME-1 inh: 2; PAD4 FP inh: -2; pPAFAH inh: 4; PAFAH1B3 inh: 0; LYPLA1 inh: -2

What do the screens show for `COc1ccc(N(C)S(=O)(=O)c2ccc3c(c2)NC(=O)CC(=O)N3)c(OC)c1`?
LYPLA2 inh: 1; PAFAH2 FP inh: -1; GSTO1 inh: 0; PAFAH1B2 FP inh: 3; PME-1 inh: -4; PAD4 FP inh: 5; pPAFAH inh: -1; PAFAH1B3 inh: 11; LYPLA1 inh: -1

Results for CC(C)c1nc(SCC(=O)c2ccccc2)c2c(=O)n(C)c(=O)n(C)c2n1 ?
LYPLA2 inh: 3; PAFAH2 FP inh: -13; GSTO1 inh: 3; PAFAH1B2 FP inh: 4; PME-1 inh: -1; PAD4 FP inh: 0; pPAFAH inh: 2; PAFAH1B3 inh: 2; LYPLA1 inh: -1

Results for O=S(=O)(c1ccc(N2CCN(Cc3ccc4c(c3)OCO4)CC2)nc1)N1CCOCC1 ?
LYPLA2 inh: 7; GSTO1 inh: 8; PME-1 inh: 1; PAD4 FP inh: 2; pPAFAH inh: 4; LYPLA1 inh: -1

Results for Cn1c(=O)c(C(=O)COC(=O)c2cc(C(F)(F)F)nc3c(C(F)(F)F)cccc23)c(N)n(CC2CC2)c1=O ?
LYPLA2 inh: 4; GSTO1 inh: 2; PME-1 inh: -3; PAD4 FP inh: -2; pPAFAH inh: 1; LYPLA1 inh: 1

Results for C/C(=N/N=C1/NC(=O)CC(C(=O)Nc2ccccc2)S1)c1cccs1 (stereo not given) ?
LYPLA2 inh: 4; PAFAH2 FP inh: 4; GSTO1 inh: 7; PAFAH1B2 FP inh: 4; PME-1 inh: 1; PAD4 FP inh: -1; pPAFAH inh: 8; PAFAH1B3 inh: 5; LYPLA1 inh: -2

How did C=CCc1cccc(/C=N/NC(=O)CNc2cccc3ccccc23)c1O do in these assays?
LYPLA2 inh: 13; PAFAH2 FP inh: -30; GSTO1 inh: -2; PAFAH1B2 FP inh: 9; PME-1 inh: 39*; PAD4 FP inh: 4; pPAFAH inh: 16; PAFAH1B3 inh: 26*; LYPLA1 inh: -6

What do the screens show for `COc1ccc(OC)c(CN2CCN(CCCc3ccccc3)C(CCO)C2)c1` (stereo not given)?
LYPLA2 inh: -3; PAFAH2 FP inh: -6; GSTO1 inh: 2; PAFAH1B2 FP inh: -5; PME-1 inh: 3; PAD4 FP inh: -4; pPAFAH inh: 1; PAFAH1B3 inh: 3; LYPLA1 inh: 1

Results for O=C(Nc1ccc(-c2csc(-c3ccccc3)n2)cc1)c1ccccc1Cl ?
LYPLA2 inh: -7; PAFAH2 FP inh: 4; GSTO1 inh: -5; PAFAH1B2 FP inh: 1; PME-1 inh: -6; PAD4 FP inh: 3; pPAFAH inh: -7; PAFAH1B3 inh: -4; LYPLA1 inh: -6

How did O=C1CC(N(CCc2ccccc2)C(=S)Nc2cc(Cl)ccc2Cl)C(=O)N1c1c(Cl)cccc1Cl (stereo not given) do in these assays?
LYPLA2 inh: -94; PAFAH2 FP inh: -70; GSTO1 inh: -22; PAFAH1B2 FP inh: -48; PME-1 inh: -78; PAD4 FP inh: -7; pPAFAH inh: -43; PAFAH1B3 inh: -76; LYPLA1 inh: -54

Results for COc1ccc(O[C@H]2C=C[C@@H](c3ccccc3)O[C@@H]2COC(=O)CC/C(C)=N/OC[C@@H](O)COCc2ccco2)cc1 ?
LYPLA2 inh: -2; GSTO1 inh: 7; PME-1 inh: -2; PAD4 FP inh: -1; pPAFAH inh: 12; LYPLA1 inh: -1

What do the screens show for `COC(=O)c1ccc(C)c(NC(=O)C2COc3ccccc3O2)c1` (stereo not given)?
LYPLA2 inh: 8; PAFAH2 FP inh: -7; GSTO1 inh: -1; PAFAH1B2 FP inh: 8; PME-1 inh: -1; PAD4 FP inh: 0; pPAFAH inh: 3; PAFAH1B3 inh: 10; LYPLA1 inh: 0

What do the screens show for `O=C(Oc1ccc(/C=N/Nc2nc(N3CCCCC3)nc(N3CCCCC3)n2)cc1)c1ccco1`?
LYPLA2 inh: -5; PAFAH2 FP inh: -3; GSTO1 inh: 7; PAFAH1B2 FP inh: -3; PME-1 inh: 1; PAD4 FP inh: -1; pPAFAH inh: 4; PAFAH1B3 inh: -4; LYPLA1 inh: -1

Results for Cc1cccc(NC(=O)c2ccc(C(=O)Nc3cccc(C)c3)nc2)c1 ?
LYPLA2 inh: -4; PAFAH2 FP inh: -2; GSTO1 inh: -1; PAFAH1B2 FP inh: 3; PME-1 inh: -6; PAD4 FP inh: -4; pPAFAH inh: 5; PAFAH1B3 inh: 2; LYPLA1 inh: -3

Results for CC(=O)c1c(C)[nH]c(C(=O)OCC(=O)c2c(N)n(CC(C)C)c(=O)n(C)c2=O)c1C ?
LYPLA2 inh: 2; PAFAH2 FP inh: 5; PAFAH1B2 FP inh: -2; PME-1 inh: -3; PAD4 FP inh: 0; pPAFAH inh: -1; PAFAH1B3 inh: 4; LYPLA1 inh: -5

What do the screens show for `O=C(NCC1CCCO1)c1ccc(N2C(=O)C3CCCCC3C2=O)cc1` (stereo not given)?
LYPLA2 inh: 6; PAFAH2 FP inh: 4; GSTO1 inh: 2; PAFAH1B2 FP inh: 7; PME-1 inh: 0; PAD4 FP inh: -3; pPAFAH inh: -1; PAFAH1B3 inh: 2; LYPLA1 inh: 3

Results for Cc1ccc(Oc2nnc(-c3ccc(C)cc3)c3ccccc23)cc1 ?
LYPLA2 inh: 2; PAFAH2 FP inh: 9; GSTO1 inh: -3; PAFAH1B2 FP inh: -1; PME-1 inh: -5; PAD4 FP inh: -3; pPAFAH inh: 5; PAFAH1B3 inh: -6; LYPLA1 inh: 0

Results for O=C(O)c1ccccc1CSc1ncn[nH]1 ?
LYPLA2 inh: -2; PAFAH2 FP inh: -8; GSTO1 inh: 2; PAFAH1B2 FP inh: -1; PME-1 inh: -1; PAD4 FP inh: 2; pPAFAH inh: 0; PAFAH1B3 inh: 2; LYPLA1 inh: -4
